Compound activity from PubChem BioAssay.
CAL-PDZ inh HTS: blocks peptide binding to the human CAL PDZ domain; Q9HD26; purified CAL PDZ, TMR-peptide fluorescence polarization, 1 h; inhibition, % at 24.9 µM; actives 0.92% (n = 300,000); AID 602252;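 active means mean inhibition of at least 30% with at least half of replicates also reaching 30%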;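 further: 0% = DMSO neutral control and 100% = excess unlabeled competitor peptide PRC23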
Cardiac RTF inh: cardiac RTF calcium desensitization; P19429+P45379; IANBD-labeled cardiac RTF, Ca2+ fluorescence; AID 493244; actives 0.12% (n = 340,000); inhibition, % at 7.15 µM;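 active means inhibition above the mean inhibition of all tested compounds plus 3 SD, cut at about 17% in these data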;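 further: assay run at fixed EC70 calcium of 1.6 mM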
HTR5A inv ctr: inverse agonist of human HTR5A in OPRM1-OPRD1 counter-screen; inhibition, % at 9.3 µM; P47898; HTR5A cell line, luminescence, inverse agonism; AID 504634; actives 0.083% (n = 340,000); in the data active means inhibition mostly above about 23%, no sharp cut-off; inactive means mostly below about 18%;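 further: 0% = cells with DMSO and 100% = no-cell wells with DMSO; some compounds called inactive have numbers as strong as hits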
OPRM1-OPRD1 ag: OPRM1-OPRD1 heterodimerization agonism; P35372+P41143; cells, luminescence; activation, % at 9.3 µM; actives 0.3% (n = 340,000); in the data active means activation above about 18%;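 further: 0% = vehicle-treated cells and 100% = reference agonist; values of inactives mirror those of a sister screen read the other way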
Target sequence (P35372 whole entry, looked up): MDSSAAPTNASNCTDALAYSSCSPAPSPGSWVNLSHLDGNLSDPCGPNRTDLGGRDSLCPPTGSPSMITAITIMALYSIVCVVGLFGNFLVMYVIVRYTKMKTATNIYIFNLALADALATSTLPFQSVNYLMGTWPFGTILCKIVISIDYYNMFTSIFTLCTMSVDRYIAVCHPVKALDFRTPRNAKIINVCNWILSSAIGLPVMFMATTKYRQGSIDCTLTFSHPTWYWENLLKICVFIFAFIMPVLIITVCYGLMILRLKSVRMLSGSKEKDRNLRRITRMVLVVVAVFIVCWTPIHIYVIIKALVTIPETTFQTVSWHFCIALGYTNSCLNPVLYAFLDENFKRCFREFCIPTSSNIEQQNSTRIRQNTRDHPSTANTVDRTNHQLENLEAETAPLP
Target sequence (P41143 whole entry, looked up): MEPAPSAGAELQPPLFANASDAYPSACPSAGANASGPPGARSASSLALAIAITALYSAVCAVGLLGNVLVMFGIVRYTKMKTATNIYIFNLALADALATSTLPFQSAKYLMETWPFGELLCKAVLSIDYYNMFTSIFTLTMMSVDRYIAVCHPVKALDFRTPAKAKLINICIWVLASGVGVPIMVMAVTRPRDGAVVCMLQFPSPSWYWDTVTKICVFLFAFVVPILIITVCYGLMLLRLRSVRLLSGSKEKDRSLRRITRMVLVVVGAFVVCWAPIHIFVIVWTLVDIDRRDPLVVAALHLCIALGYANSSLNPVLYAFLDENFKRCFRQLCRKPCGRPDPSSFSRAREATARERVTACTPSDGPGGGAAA
Keap1-Nrf2 PPI: Keap1-Nrf2 (human) interaction inhibition; Keap1 Kelch-Nrf2 peptide fluorescence polarization, 1536-well; inhibition, % at 9.4 µM; actives 0.15% (n = 340,000); in the data active means inhibition above about 12%;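 further: human Keap1 Kelch domain with fluorescein labeled Nrf2 9mer peptide probe; 0% = neutral control wells and 100% = peptide positive control; higher means more block of Keap1 binding to Nrf2 peptide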
OPRM1-OPRD1 inv: inverse agonists of human mu-delta opioid receptor heterodimerization | actives 0.21% (n = 340,000) | inhibition, % at 9.3 µM | P35372+P41143 | AID 504357 | cell-based MOR-DOR heterodimer luminescence, inverse agonism; in the data active means inhibition above about 22%, passing the limit was not always enough;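 further: 0% = cells with DMSO and 100% = wells without cells with DMSO; values of inactives mirror those of a sister screen read the other way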
cardiac RTF act: cardiac RTF calcium sensitization; IANBD-labeled TnC RTF fluorescence at EC20 calcium; 0% EC20 calcium, 100% full calcium; actives 0.24% (n = 340,000); activation, % at 7.2 µM; P19429+P45379; AID 493008;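 active means activation above the mean over all tested compounds plus 3 SD, cut at about 30% in these data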;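 further: rise in fluorescence read as greater calcium sensitivity of cardiac thin filaments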
V-ATPase pHluor: alters yeast V-ATPase proton transport; S. cerevisiae, pHLuorin cytosolic pH fluorescence; response, % at 10 µM; actives 0.37% (n = 350,000); AID 504577; in the data active means response mostly above about 7.3%, no sharp cut-off; inactive means mostly below about 5.4%; further: actives read high; inactives centre near 0; some compounds called inactive have numbers as strong as hits; reference of the scale not given here
HTR5A ag ctr: HTR5A agonism, opioid heterodimer counter-screen. HTR5A agonist assay, luminescence, cell-based. P47898. actives 0.61% (n = 340,000). activation, % at 9.3 µM; in the data active means activation mostly above about 9.5%, no sharp cut-off; inactive means mostly below about 7.6%;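 further: 0% = cells with vehicle only and 100% = reference agonist; strong numbers were not always called active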
LANA DNA inh: inhibitors of KSHV LANA C-terminal domain DNA binding; MBP-C-LANA/FAM-LBS DNA binding, fluorescence polarization; inhibition, % at 9 µM; actives 0.078% (n = 340,000);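 active means highest replicate inhibition at or above 60% at 9 µM, even if other replicates fall short; inactive means all replicates below 60% inhibition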;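 further: 0% = neutral control wells and 100% = 4 µM acridine orange control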
An asterisk follows results filed as active.

Screening Cc1ccc(CNC(=O)CCn2ccc3cc(S(=O)(=O)N4CCCC4)ccc32)cc1 returned CAL-PDZ inh HTS -10, Cardiac RTF inh -12, HTR5A inv ctr 30, OPRM1-OPRD1 ag -2.5, Keap1-Nrf2 PPI -5, OPRM1-OPRD1 inv 13, cardiac RTF act 0, V-ATPase pHluor 4, HTR5A ag ctr 6 and LANA DNA inh -1.3.
`COc1ccc(/C=C2/Sc3ccc(C(=O)NCCN4CCCCCC4)cc3NC2=O)cc1` gave CAL-PDZ inh HTS -4, Cardiac RTF inh -3, HTR5A inv ctr -6, OPRM1-OPRD1 ag 4.7, Keap1-Nrf2 PPI 3, OPRM1-OPRD1 inv -24, cardiac RTF act -1, V-ATPase pHluor -3, HTR5A ag ctr -2 and LANA DNA inh 1.4.
Cc1cc(C)c(-c2cc(NC(=O)CSc3nncn3C)n(-c3ccccc3)n2)cc1C was read as CAL-PDZ inh HTS -1, Cardiac RTF inh -18, HTR5A inv ctr 2, OPRM1-OPRD1 ag -1.6, Keap1-Nrf2 PPI -3, OPRM1-OPRD1 inv 9, cardiac RTF act -2, V-ATPase pHluor -1, HTR5A ag ctr -4 and LANA DNA inh -0.6.
Screening O=[N+]([O-])c1nn(-c2ccccc2)[n+]([O-])c1N1CCN(c2ccccc2F)CC1 returned CAL-PDZ inh HTS -5, Cardiac RTF inh -3, HTR5A inv ctr -5, OPRM1-OPRD1 ag 3.6, Keap1-Nrf2 PPI -4, OPRM1-OPRD1 inv -18, cardiac RTF act -2, V-ATPase pHluor 2, HTR5A ag ctr 1 and LANA DNA inh 1.2.
`CCOC(=O)CN1C(=O)S/C(=C/c2ccco2)C1=O` gave Cardiac RTF inh -7, HTR5A inv ctr 6, OPRM1-OPRD1 ag -0.2, Keap1-Nrf2 PPI -1, OPRM1-OPRD1 inv 1, cardiac RTF act 5, V-ATPase pHluor 0, HTR5A ag ctr -1 and LANA DNA inh -1.6.
`CC(CC(=O)Nc1ccc2c(c1)OCO2)c1ccccc1` (stereo not drawn) gave Cardiac RTF inh -9, HTR5A inv ctr 15, OPRM1-OPRD1 ag -2.4, Keap1-Nrf2 PPI -5, OPRM1-OPRD1 inv 12, cardiac RTF act 8, V-ATPase pHluor 2, HTR5A ag ctr -2 and LANA DNA inh -0.3.
For CC1CC(C(=O)Nc2ccccc2)C(=O)O1 (stereo not drawn) the results were CAL-PDZ inh HTS -2, Cardiac RTF inh -2, HTR5A inv ctr -10, OPRM1-OPRD1 ag 0.5, Keap1-Nrf2 PPI -3, OPRM1-OPRD1 inv -3, cardiac RTF act 3, V-ATPase pHluor 0, HTR5A ag ctr 1 and LANA DNA inh 0.4.
Screening COC(=O)c1[nH]c2ccccc2c1NC(=O)C(C)N1CCN(C(=O)c2ccco2)CC1 (stereo not drawn) returned Cardiac RTF inh -2, HTR5A inv ctr -20, OPRM1-OPRD1 ag -1.3, Keap1-Nrf2 PPI 1, OPRM1-OPRD1 inv 7, cardiac RTF act 0, V-ATPase pHluor 2, HTR5A ag ctr 6 and LANA DNA inh 1.5.
For Cn1ncc(C#N)c1/N=C/N1CCCC1 the results were CAL-PDZ inh HTS -5, Cardiac RTF inh -7, HTR5A inv ctr 2, OPRM1-OPRD1 ag -0.9, Keap1-Nrf2 PPI -5, OPRM1-OPRD1 inv 5, cardiac RTF act 2, V-ATPase pHluor 2, HTR5A ag ctr 1 and LANA DNA inh -0.4.
Cc1cc(C(=O)NC2Cc3ccccc3C2)c(C)o1 was read as CAL-PDZ inh HTS -2, Cardiac RTF inh -16, HTR5A inv ctr -29, OPRM1-OPRD1 ag -1.1, Keap1-Nrf2 PPI 0, OPRM1-OPRD1 inv 6, cardiac RTF act 2, V-ATPase pHluor 0, HTR5A ag ctr 6 and LANA DNA inh -1.6.
`O=C(NC1CCCCC1)N1CCCC(c2nc(-c3ccc(S(=O)(=O)N4CCCC4)cc3)no2)C1` (stereo not drawn) gave CAL-PDZ inh HTS -6, Cardiac RTF inh -1, HTR5A inv ctr 9, OPRM1-OPRD1 ag -1.6, Keap1-Nrf2 PPI -2, OPRM1-OPRD1 inv 9, cardiac RTF act -3, V-ATPase pHluor 0, HTR5A ag ctr 1 and LANA DNA inh -0.1.
`Cc1cccc(Nc2nc(N)nc(CN3CCN(Cc4ccc5c(c4)OCO5)CC3)n2)c1` gave Cardiac RTF inh -1, HTR5A inv ctr -4, OPRM1-OPRD1 ag -3.7, Keap1-Nrf2 PPI 1, OPRM1-OPRD1 inv 18, cardiac RTF act -3, V-ATPase pHluor -1, HTR5A ag ctr 2 and LANA DNA inh 0.4.
`COc1cc(S(=O)(=O)Nc2ncn[nH]2)ccc1Cl` gave CAL-PDZ inh HTS 0, Cardiac RTF inh -4, HTR5A inv ctr 10, OPRM1-OPRD1 ag -2.0, Keap1-Nrf2 PPI 1, OPRM1-OPRD1 inv 13, cardiac RTF act -9, V-ATPase pHluor -3, HTR5A ag ctr 7 and LANA DNA inh 0.4.
For O=C(NCc1cccnc1)C12CC3CC(CC(C3)C1)C2 the results were CAL-PDZ inh HTS -1, Cardiac RTF inh 3, HTR5A inv ctr -5, OPRM1-OPRD1 ag -2.5, Keap1-Nrf2 PPI -4, OPRM1-OPRD1 inv 11, cardiac RTF act 0, V-ATPase pHluor 5, HTR5A ag ctr 1 and LANA DNA inh -1.4.
For Cc1ccc(S(=O)(=O)N2CCOCC2)cc1NC(=O)COC(=O)CCOc1ccc(C(C)(C)C)cc1 the results were CAL-PDZ inh HTS 0, Cardiac RTF inh 2, HTR5A inv ctr -8, OPRM1-OPRD1 ag 0.9, Keap1-Nrf2 PPI -5, OPRM1-OPRD1 inv -5, cardiac RTF act -9, V-ATPase pHluor 4, HTR5A ag ctr -1 and LANA DNA inh 0.2.
For CC1C2=C(CC(C)(C)CC2=O)NC2=C1C(=O)CC(C)(C)C2 the results were CAL-PDZ inh HTS -3, Cardiac RTF inh -3, HTR5A inv ctr 8, OPRM1-OPRD1 ag -3.9, Keap1-Nrf2 PPI -1, OPRM1-OPRD1 inv 20, cardiac RTF act 0, V-ATPase pHluor -1, HTR5A ag ctr -3 and LANA DNA inh 2.9.
For O=C(CN1C(=O)S/C(=C/c2cccs2)C1=O)N1CCCC1 the results were CAL-PDZ inh HTS -4, Cardiac RTF inh -4, HTR5A inv ctr 11, OPRM1-OPRD1 ag -4.0, Keap1-Nrf2 PPI 1, OPRM1-OPRD1 inv 16, cardiac RTF act -2, V-ATPase pHluor -3, HTR5A ag ctr -4 and LANA DNA inh 1.7.
CCCC1CCC(C2=N/C(=C\c3ccc(OC)c(OC)c3)C(=O)O2)CC1 (stereo not drawn) was read as CAL-PDZ inh HTS -4, Cardiac RTF inh 9, HTR5A inv ctr -10, OPRM1-OPRD1 ag -2.3, Keap1-Nrf2 PPI -2, OPRM1-OPRD1 inv 12, cardiac RTF act 1, V-ATPase pHluor 0, HTR5A ag ctr 4 and LANA DNA inh 0.8.
For COc1ccc(-n2c(C)cc(C(=O)Cn3nnc4ccccc4c3=O)c2C)cc1 the results were CAL-PDZ inh HTS -2, Cardiac RTF inh 9, HTR5A inv ctr -32, OPRM1-OPRD1 ag 1.7, Keap1-Nrf2 PPI -8, OPRM1-OPRD1 inv -10, cardiac RTF act 3, V-ATPase pHluor 4, HTR5A ag ctr 2 and LANA DNA inh -2.9.
`COc1ccc(NS(=O)(=O)c2ccc(O)c(NS(=O)(=O)c3ccc(NC(C)=O)cc3)c2)cc1` gave CAL-PDZ inh HTS -4, Cardiac RTF inh 5, HTR5A inv ctr -18, OPRM1-OPRD1 ag -2.9, Keap1-Nrf2 PPI 7, OPRM1-OPRD1 inv 12, cardiac RTF act -2, V-ATPase pHluor -3, HTR5A ag ctr 6 and LANA DNA inh 0.2.
CC(=O)NC(CC(=O)OCC(=O)c1ccc(NC(=O)CC(C)C)cc1)c1ccccc1 (stereo not drawn) was read as CAL-PDZ inh HTS -9, Cardiac RTF inh -3, HTR5A inv ctr 1, OPRM1-OPRD1 ag -3.5, Keap1-Nrf2 PPI -6, OPRM1-OPRD1 inv 15, cardiac RTF act 3, V-ATPase pHluor -1, HTR5A ag ctr 0 and LANA DNA inh 0.3.
COc1ccc(CNC2CC(C)N(C)CC2C)cc1OC (stereo not drawn) was read as CAL-PDZ inh HTS 4, Cardiac RTF inh 2, HTR5A inv ctr 6, OPRM1-OPRD1 ag -1.7, Keap1-Nrf2 PPI 1, OPRM1-OPRD1 inv 8, cardiac RTF act 1, V-ATPase pHluor 1, HTR5A ag ctr -2 and LANA DNA inh -1.6.
`COc1cccc(NC(=O)CN(C)C(=O)CCN2C(=O)C3CC=CCC3C2=O)c1` (stereo not drawn) gave CAL-PDZ inh HTS -3, Cardiac RTF inh -24, HTR5A inv ctr -8, OPRM1-OPRD1 ag 3.4, Keap1-Nrf2 PPI -1, OPRM1-OPRD1 inv -22, cardiac RTF act 2, V-ATPase pHluor -5, HTR5A ag ctr 2 and LANA DNA inh -1.8.
For CCCCCCc1cc2cc(C(=O)Nc3cccc(OC)c3)c(=O)oc2cc1O the results were Cardiac RTF inh 4, HTR5A inv ctr -30, OPRM1-OPRD1 ag -3.6, Keap1-Nrf2 PPI 5, OPRM1-OPRD1 inv 19, cardiac RTF act -5, V-ATPase pHluor -6, HTR5A ag ctr 4 and LANA DNA inh -1.1.
`CC1CN(C(=O)Cn2cnc3c2c(=O)n(C)c(=O)n3C)CC(C)O1` (stereo not drawn) gave CAL-PDZ inh HTS 0, Cardiac RTF inh -1, Keap1-Nrf2 PPI 1, cardiac RTF act 7, V-ATPase pHluor 4 and LANA DNA inh -1.3.
COc1ccc(-c2cn(Cc3ccc(C(N)=O)cc3)c(-c3ccncc3)n2)cc1 was read as CAL-PDZ inh HTS -1, Cardiac RTF inh -3, HTR5A inv ctr -21, OPRM1-OPRD1 ag -0.6, Keap1-Nrf2 PPI -3, OPRM1-OPRD1 inv 4, cardiac RTF act -5, V-ATPase pHluor -4, HTR5A ag ctr 8 and LANA DNA inh -0.4.
For CCOC(=O)N1CCC(NC(=O)C2CCN(c3nc(-c4ccc(OC)cc4)no3)CC2)CC1 the results were CAL-PDZ inh HTS 0, Cardiac RTF inh -10, HTR5A inv ctr -23, OPRM1-OPRD1 ag 0.6, Keap1-Nrf2 PPI -4, OPRM1-OPRD1 inv -3, cardiac RTF act 12, V-ATPase pHluor -5, HTR5A ag ctr 2 and LANA DNA inh 0.2.
`Cc1ccc(NC(=O)CSc2nnnn2C2CCCC2)cc1S(=O)(=O)N1CCOCC1` gave CAL-PDZ inh HTS -3, Cardiac RTF inh -2, HTR5A inv ctr 17, OPRM1-OPRD1 ag -0.9, Keap1-Nrf2 PPI -2, OPRM1-OPRD1 inv 4, cardiac RTF act 1, HTR5A ag ctr -7 and LANA DNA inh 0.2.
For CN(CC(=O)Nc1ccccc1C(=O)N1CCCC1)S(=O)(=O)c1ccc(Br)cc1 the results were Cardiac RTF inh -4, HTR5A inv ctr -37, OPRM1-OPRD1 ag 0.1, Keap1-Nrf2 PPI -7, OPRM1-OPRD1 inv 0, cardiac RTF act 0, V-ATPase pHluor 1, HTR5A ag ctr 1 and LANA DNA inh -0.1.
